Source: PubChem BioAssay (National Center for Advancing Translational Sciences (NCATS))
TSHR antagonist – antagonists of human thyroid stimulating hormone receptor; P16473; TSHR-expressing cells, TSH-stimulated cAMP HTRF, 2 h; hits give low values; activity change, negative = inhibition, % at 11.5 µM; 0.2% of 330,000 active;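 active = activity change below a set negative limit, meaning inhibition stronger than a set level, cut at about -70% in these data; inconclusive = activity change between two set negative limits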; also: % is scaled to controls: 0 for no effect and ±100 for the full control effect
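TSHR-expressing cells, 200/well, pre-treated with compound, then stimulated with EC80 TSH (4nM final) for 2 hours at 37 deg C. cAMP measured by competitive HTRF: anti-cAMP cryptate antibody in lysis buffer plus cAMP-d2, read after 30 minutes at room temperature.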
TRPV1 agonist – agonists of human vanilloid receptor 1 (TRPV1). TRPV1-expressing cells, Fluo-8 calcium influx, agonist mode. activation, % at 8.33 µM. 0.19% of 320,000 active. Q8NER1; in the data active = activation above about 80%; inconclusive = between about 30% and that limit; also: 0% is about no effect
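Fluo-8 calcium influx in TRPV1-expressing cells, kinetic read (ex 480/em 520 nm). Compound added and read 3 min for agonist activity, followed by capsaicin at EC20 final and 2 min further read for enhancement.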
Mito fusion yeast – blocks mitochondrial division or promotes mitochondrial fusion; Potency, µM (highest dose often 46.1 µM), inactives show at the top dose growth rescue (activation), hits mostly activators; S. cerevisiae fusion-defective mutant growth rescue, CellTiterGlo 48 h; 0.23% of 320,000 active; AID 485298;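 also: potency is read from the fitted curve at half-maximal effect; % of control where 0% means no effect; nearly all actives have a fitted effect of over 45% in size; temperature-sensitive fusion mutants such as fzo1-1 at 37 °C on non-fermentable ethanol glycerol medium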
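Yeast fusion mutant, YPEG (non-fermentable carbon), compound, 48 h at 37C non-permissive; CellTiterGlo added, 10 min RT, luminescence read. Rescued growth = division inhibition.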
USP2a inh – USP2a (human) protease inhibition; USP2 core, Ub-CHOP2 coupled fluorogenic reporter, 485/531; Potency, µM (titrated, usually from 38.3 µM), inactives show top-dose activity change, negative = inhibition, usual class: inhibitors; 0.01% of 330,000 active; O75604; AID 463254;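 also: potency is read from the fitted curve at half-maximal effect; plate controls were DMSO wells for no effect and full inhibition by NEM control for full effect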
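Deubiquitinase activity read as fluorescence (485/531 nm) after Ub-CHOP2 cleavage activates the enterokinase reporter on its substrate; USP2 core 10nM, Ub-CHOP2 and substrate 25nM each, 30min compound preincubation then 60min RT; data normalized to NEM, curves fitted.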
KCNH2 3.1 inh – blocks the human KCNH2 3.1 channel isoform | U2OS KCNH2 3.1, thallium flux FluxOr; hits give low values | activity change, % (tested at about 1.8 µM) | 0.95% of 340,000 active | AID 720553;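 active = maximum activity change below -70%; inconclusive = maximum activity change from -70% to -50%; inactive = maximum activity change above -50%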;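 also: thallium influx rate constant from kinetic fluorescence after stimulation buffer; % is scaled to controls: 0 for no effect and ±100 for the full control effect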
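Measured as rate of thallium-driven FluxOr signal in transduced U2OS cells carrying the 3.1 channel, read kinetically for 2 min upon stimulation; values are rate constants scaled to DMSO control wells.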
ELG1 DNA repair – blocks ELG1-dependent DNA repair in HEK293T cells; HEK293T ELG1-luciferase reporter, luminescence, 16 h; DNA damage induced by 5-fluorouridine; Potency, µM (series often up to 46.1 µM), inactives show at the top dose activity change, negative = inhibition, most hits filed as inhibitors; 2.3% of 330,000 active; also: potency is read from the fitted curve at half-maximal effect; % is scaled to controls: 0 for no effect and ±100 for the full control effect; nearly all actives have a fitted effect of over 55% in size
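Luminescence from the luciferase reporter, measured 30 min after ONE-Glo reagent at room temperature, was the read-out. Beforehand, 2,000 cells per well were exposed for 16 hr at 37 °C to 5-fluorouridine together with compound or vehicle.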
A-T KAP1 phos – potential ataxia-telangiectasia treatment | […] A-T fibroblasts, KAP-1 phosphorylation AlphaLISA; neocarzinostatin DNA damage 30 min before lysis | Potency, µM (series often up to 57.5 µM), without a hit: at the top dose activation, most hits filed as activators | 0.19% of 320,000 active | AID 485349; also: potency is read from the fitted curve at half-maximal effect; % of control where 0% means no effect; nearly all actives have a fitted effect of over 45% in size
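ATM-like activity read as KAP-1 phosphorylation via AlphaLISA donor/acceptor antibody pairs after lysis and 6 hr at 25C. Cells were ATM-null patient fibroblasts ([…], hTERT), dosed 60 min, then exposed to the DSB inducer NCS for 30 min.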
Eya2 phos inh – Eya2 (human) phosphatase inhibition | O00167 | recombinant Eya2, OMFP fluorescence dephosphorylation (OMFP is methylfluorescein phosphate) | Potency, µM (doses to about 76.9 µM), for the others: top-dose activity, negative = inhibition, usual class: inhibitors | 0.006% of 330,000 active; also: potency is read from the fitted curve at half-maximal effect; % is scaled to controls: 0 for no effect and ±100 for the full control effect
Target sequence (O00167 whole entry, looked up): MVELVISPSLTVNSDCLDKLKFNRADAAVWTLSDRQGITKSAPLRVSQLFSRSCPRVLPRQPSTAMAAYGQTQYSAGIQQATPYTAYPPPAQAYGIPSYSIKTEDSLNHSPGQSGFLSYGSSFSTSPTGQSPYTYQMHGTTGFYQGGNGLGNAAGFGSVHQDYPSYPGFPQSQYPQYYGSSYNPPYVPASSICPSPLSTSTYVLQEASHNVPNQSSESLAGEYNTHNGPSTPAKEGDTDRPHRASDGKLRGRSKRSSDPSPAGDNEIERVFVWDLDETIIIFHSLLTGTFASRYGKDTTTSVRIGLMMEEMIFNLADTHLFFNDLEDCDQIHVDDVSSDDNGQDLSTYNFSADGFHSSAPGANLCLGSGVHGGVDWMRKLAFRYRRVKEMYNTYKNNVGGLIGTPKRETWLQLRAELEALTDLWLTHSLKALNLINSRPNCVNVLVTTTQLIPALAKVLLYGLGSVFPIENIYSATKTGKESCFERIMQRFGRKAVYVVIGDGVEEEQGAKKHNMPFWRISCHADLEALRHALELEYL
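Eya2 protein (added as 0.2 uM solution) was preincubated with compound for 10 min at ambient temperature in 50 mM HEPES pH 7.5, 50 mM NaCl, 5 uM MgCl2, 0.05% BSA, 1 mM DTT. OMFP (added at 50 uM) then reacted 10 min; fluorescence read at 485/525 nm.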
TCR activator – T cell receptor activation | primary human leukocytes, anti-CD3, IL-2 HTRF, 48 h | Potency, µM (doses to about 9.22 µM), without a hit: at the highest dose activation of IL-2 secretion, usual class: activators | 330,000 tested, under 10 active | AID 504894; also: % of control where 0% means no effect
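Activity was scored as IL-2 release from primary human leukocytes given only a TCR signal (a-CD3 beads) plus compound for 48 hr. Detection used a two-antibody HTRF format read at 665nm.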
hERG WT inh – inhibitors of human wildtype KCNH2 potassium channel; U2OS, BacMam KCNH2, thallium flux FluxOr; hits give low values; AID 720551; Q12809; activity change, % at 1.84 µM; 0.37% of 340,000 active;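 active = maximum activity change below -70%; inconclusive = maximum activity change between -70% and -50%; inactive = maximum activity change above -50%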; also: % is scaled to controls: 0 for no effect and ±100 for the full control effect
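U2OS cells transduced with wild-type KCNH2 virus are loaded with FluxOr dye for 45 min, and thallium flux is measured in kinetic reads before and after stimulation buffer. Rate constants are normalized to DMSO controls.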
* = called active by the depositor; u = inconclusive; x = no result given; [ ] = another dose, or the depositor's remark. Unless noted, calls follow the shape of the dose curve; as a rule, active = well fitted curve in the direction sought with a large enough effect; inconclusive = small, poorly fitted or top-dose-only effect, or another doubt; inactive = no such curve, though single readings can be large; an effect the other way counts as inactive or inconclusive.

mol	TRPV1 agonist	ELG1 DNA repair	Mito fusion yeast	USP2a inh	KCNH2 3.1 inh	TSHR antagonist	Eya2 phos inh	hERG WT inh	TCR activator	A-T KAP1 phos
CCOC(=O)C1=C(C)N(C[C@@H]2CC[C@@H](Cc3ccc(-c4ccccc4)cc3)O2)C(=O)NC1C1CC1 (stereo partly drawn)	x	u	x	2.3%	2.3	1.5	6.7%	6.6	-2.2%[46.1 µM]	2.8%
N#Cc1ccccc1NC(=O)COC(=O)c1ccc2c(c1)OCCO2	0.3	5.5%	1.6%	3.1%	3.2	-3.0	30.6%	0.8	10.9%	6.5%
NC(=O)COC(=O)c1ccc2noc(-c3ccccc3)c2c1	-2.0	u	8.9%	-10.9%	-15.8	16.3	19.8%	10.2	-4.2%	1.8%
CC(=O)Nc1ccc(C(=O)NCC2(N3CCCCC3)CCCCC2)cc1	-0.2	-0.1%	0.5%	1.2%	8.1	-9.1	10.9%	3.7	0.9%	8.3%
CC1CN(C(=O)c2ccc(NS(=O)(=O)c3ccc(F)cc3)cc2)CC(C)O1 (stereo not drawn)	3.2	10.4%	0.5%	1.9%	-12.0	9.1	4.6%	12.4	4.6%	1.9%
O=C(CSc1nnnn1C1CC2CCC1C2)Nc1ccnc2ccccc12 (stereo not drawn)	u	u	21.3%	-0.6%	-13.8	-31.3	-22.6%	0.9	-0.7%	13.8%
CCCCn1c(N)c(N(CC(C)C)C(=O)CSc2ccccc2C)c(=O)[nH]c1=O	-1.0	12.4%	-2.6%	-0.6%	-9.4	4.8	13.8%	2.5	2.2%	12.1%
CC(C)(C)OC(=O)NC(CO)c1cn([C@@H](Cc2cc3ccccc3[nH]2)C(=O)N2CCN(C(=O)OC(C)(C)C)CC2)nn1 (stereo partly drawn)	-2.2	1.4%	0.7%	1.3%	-6.0	4.3	-13.7%	10.1	5.3%	11.3%
COc1ccc([C@H](C)NC[C@H](O)c2ccc(O)c(NC=O)c2)cc1	0.3	13.5%	6.3%	8.4%	11.1	18.0	3.6%	1.1	24.5%	3.0%
COc1ccc(/C=C/C(=O)NCc2nc3ccccc3[nH]2)cc1OC	1.0	2.7%	-1.9%	-0.1%	5.1	1.5	-8.5%	-1.2	1.2%	0.1%

Following part
mol	TRPV1 agonist	ELG1 DNA repair	Mito fusion yeast	USP2a inh	KCNH2 3.1 inh	TSHR antagonist	Eya2 phos inh	hERG WT inh	TCR activator	A-T KAP1 phos
CCOc1cc(C(=O)Nc2c3c(nn2C(C)(C)C)CS(=O)C3)cc(OCC)c1OCC (stereo not drawn)	-3.6	5.8%	0.0%	0.0%	-12.8	9.3	-12.7%	3.8	-2.7%[46.1 µM]	2.4%
CCC(c1nnc(SC(C)C(=O)NC2CC2)n1-c1ccc(OC)cc1)N(C)C (stereo not drawn)	2.3	8.9%	1.5%	1.3%	3.2	-0.7	12.3%	2.0	7.0%	-17.0%
Cc1[nH]nc(SCC(=O)NCCc2ccccc2)c1[N+](=O)[O-]	-1.2	12.6%	-1.0%	0.2%	10.0	2.4	3.1%	-2.7	-3.8%	-3.3%
CCOc1ccccc1OCC(=O)NCc1ccco1	0.8	u	-0.7%	3.5%	4.6	1.7	-3.9%	-13.5	23.9%	-5.0%
O=C(Nc1nnc(SCC(=O)N2CCCC2)s1)C1CC(=O)N(c2ccccc2)C1 (stereo not drawn)	1.8	-1.5%	-0.3%	-1.9%	-5.9	16.2	1.3%	5.5	2.7%	3.9%
Cc1cc(C=C2C(=O)CCCC2=O)c(C)n1-c1ccccc1	4.4	22.9%	0.4%	-5.2%	21.1	3.4	2.5%	10.5	4.6%[46.1 µM]	2.0%
CN(C)c1ccc(N/C(N)=N/c2nc(C(F)(F)F)cc(C(F)(F)F)n2)cc1	-0.4	-15.8%	-1.4%	-0.2%	7.6	8.4	-14.0%	-0.4	37.7%	-2.8%
NC(=O)CC1C(=O)N(c2ccc(Cl)cc2)C(=S)N1NC(=O)c1cccc(F)c1 (stereo not drawn)	u	15.8%	-8.8%	0.0%	-3.7	10.6	7.8%	-6.1	-0.9%	-13.3%
Cc1ccccc1OCCC(=O)Nc1ccccc1C(=O)NC1CC1	16.0	0.2%	10.2%	2.1%	-16.1	5.7	u	-6.7	-6.9%	2.4%
CCCC1C(=O)Nc2ccccc2N1C(=O)c1ccc(C(C)(C)C)cc1 (stereo not drawn)	u	u	-72.0%[inhibitor]	-1.1%	-8.6	20.9	-8.9%	-7.8	5.3%	0.0%

Other results:
mol	TRPV1 agonist	ELG1 DNA repair	Mito fusion yeast	USP2a inh	KCNH2 3.1 inh	TSHR antagonist	Eya2 phos inh	hERG WT inh	TCR activator	A-T KAP1 phos
Cc1c(Cl)cccc1N1C(=O)C(N2C(=O)c3cccc([N+](=O)[O-])c3C2=O)C1c1cccs1 (stereo not drawn)	4.7	24.5%	0.1%	-2.0%	1.8	2.5	11.0%	3.4	3.0%	-11.0%
CC(C)(C)c1ccc(C2C(C#N)=C(N)Oc3n[nH]c(-c4cccnc4)c32)cc1 (stereo not drawn)	-1.5	-5.1%	3.2%	-10.9%	10.8	4.4	4.4%	5.7	5.2%	2.8%
Cc1ccc(CNC(=O)c2cnc3ccccc3n2)cc1	19.6	3.8%	-63.4%[inhibitor]	3.7%	3.5	-6.3	-1.9%	2.0	-3.6%	3.9%
CCCCN(C)C(=O)c1ccc2c(c1)S(=O)(=O)c1ccccc1C2=O	-1.1	-1.1%	2.9%	4.0%	9.0	14.2	3.0%	-2.8	2.5%	-1.4%
N#C/C(=C\c1cn(CCOc2ccccc2)c2ccccc12)C(=O)NCc1cccs1	-0.2	11.2%	-0.5%	3.6%	-6.2	12.7	1.9%	5.8	-2.2%[46.1 µM]	-2.1%
CCOC(=O)c1c(NC(=O)c2cc(-c3cccc(O)c3)on2)sc(C(C)=O)c1C	1.5	-3.3%	-0.4%	1.2%	10.3	-9.2	2.6%	0.2	-2.4%	-1.1%
CCN(CC)c1ccc(/C=N/NC(=O)Cc2nnc(NC(=O)Nc3ccccc3)s2)cc1	-2.7	22.9%	-4.9%	2.9%	-10.0	-0.8	0.3%	4.5	-3.0%[46.1 µM]	2.1%
Cc1cc(=O)[nH]c(CN2CCC(c3ccccc3)CC2)n1	-2.4	6.1%	-0.5%	3.0%	13.7	20.3	6.5%	6.2	2.0%	0.1%
O=C(Nc1ccnn1C1CCN(CC(O)CO)CC1)C1CCCC1 (stereo not drawn)	-2.2	-2.8%	0.8%	-1.6%	-2.8	14.5	3.2%	2.7	-2.6%	-14.7%
CCN1CCN(S(=O)(=O)c2cccc([N+](=O)[O-])c2)CC1	-1.6	1.4%	-6.8%	2.4%	-3.1	-2.8	10.6%	12.2	-5.7%	-3.8%

(continued)
mol	TRPV1 agonist	ELG1 DNA repair	Mito fusion yeast	USP2a inh	KCNH2 3.1 inh	TSHR antagonist	Eya2 phos inh	hERG WT inh	TCR activator	A-T KAP1 phos
O=C(c1ccccc1Cl)N1CCN(Cc2ccc3c(c2)OCO3)CC1	4.1	u	-1.2%	-0.8%	22.5	-12.9	-21.8%	10.7	0.0%	2.3%
CCCSc1nc(N2CCOCC2)c2c(c1C#N)CCCC2	25.3	-1.4%	9.4%	0.4%	-6.3	-5.6	-5.6%	4.5	-2.4%	18.5%
COc1ccc(Cl)cc1NC(=O)CN(C)C(=O)CCNC(=O)c1ccccc1OC	-1.0	4.0%	-4.7%	-0.1%	-18.5	-3.6	10.3%	5.1	x	5.2%
COc1ccc(C(=O)N/N=C/c2cn[nH]c2-c2ccc(OC)cc2OC)cc1	4.4	-6.0%	2.3%	2.0%	-10.7	-6.0	13.4%	5.2	9.3%	7.7%
CCN(CC)C(=O)CC(c1cc(OC)c(OC)c(OC)c1)c1c(OC)cc(OC)c2ccc(=O)oc12 (stereo not drawn)	1.7	19.4%	29.6%	11.5%	x	-1.8	-6.4%	x	-7.3%	38.7%
CCOc1cc2c(cc1OCC)C(C(=O)O)C(c1ccc(OC)c(O)c1)N(C)C2=O (stereo not drawn)	2.8	-9.8%	2.0%	-1.1%	5.9	6.8	1.4%	0.2	2.1%	-1.7%
Cc1ccc(N(C)C(=O)N2CCN(c3ccccn3)CC2)cc1	7.5	8.5%	-7.8%	0.3%	15.8	-1.6	2.9%	3.9	-3.0%	7.3%

This is a subset (hit frequency here may not be typical).
